# NRP1-CendR mod: NRP-1/CendR interaction modulation; FAM-RPARPAR peptide binding to NRP-1, fluorescence polarization; inhibition, % at 25 µM; 360,000 compounds, 0.85% hits; O14786;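 active = inhibition or corrected inhibition above about 18%, plus a signal ratio from 0.5 to 1.5, limit read from the data, passing the limit was not always enough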; also: strong numbers were not always called active
# E coli Lon inh: inhibits E. coli Lon protease; 360,000 compounds, 0.42% hits; purified E. coli Lon protease, fluorescence polarization; inhibition, % at 7.94 µM; in the data active = inhibition above about 13%, passing the limit was not always enough;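 also: 0% = enzyme with probe and DMSO and 100% = no enzyme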
# MT1-MMP act inh: inhibitors of human MT1-MMP activation | HT1080 RFP-PRO-GFP cells, GFP/RFP ratio fluorescence, overnight; percent of plate control window, DMSO zero | GFP/RFP ratio change, % at 20 µM | 360,000 compounds, 0.061% hits | AID 651647;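 active = GFP/RFP ratio change of at least 30% with cell ATP level not reduced by more than half and red fluorescence within 50% of control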; also: strong numbers were not always called active
#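 system = RFP-PRO-GFP reporter HT1080 cells | dosing = 20 µM single dose, 1% DMSO | timing = overnight cell settling, then overnight compound exposure, 37 °C, 5% CO2 | read-out basis = GFP/RFP fluorescence ratio | controls = DMSO and RFP-L50D-GFP cell wells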
# bovine MsrA act: activates bovine MsrA enzyme; purified bovine MsrA, absorbance read-out; activation, % at 10.6 µM; 360,000 compounds, 0.3% hits; in the data active = activation above about 7.5%;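 also: 0% = vehicle and 100% = reference activator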
# FAS-TE inh: inhibitors of human fatty acid synthase thioesterase domain; P49327; recombinant FAS-TE, OMFH fluorogenic substrate, fluorescence endpoint; inhibition, % at 15 µM; 360,000 compounds, 0.67% hits; AID 602261;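 active = compounds whose normalised, plate-corrected inhibition of enzyme fluorescence in the single-dose primary screen is 50% or more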;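 also: 0% = DMSO with enzyme and 100% = substrate without enzyme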
# SKN-1 inh: inhibitors of C. elegans SKN-1; inhibition, % at 21.8 µM; 360,000 compounds, 0.49% hits; AID 624304; C. elegans VP596 Pgst-4::GFP/RFP ratio, acrylamide-induced, 24 h;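 active = interference check ratio from 0.5 to 1.5 plus GFP to RFP signal ratio inhibition reaching or exceeding a fixed threshold, cut at about 30% in these data, passing the limit was not always enough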; also: some compounds called inactive have numbers as strong as hits
# Rin1 Abl inh: human Rin1-Abl interaction inhibition; AID 588664; TR-FRET Rin1/Abl binding, biochemical; P00519+Q13671; inhibition, % at 7.35 µM; 360,000 compounds, 0.4% hits; in the data active = inhibition above about 5%, passing the limit was not always enough
# Neddyl block: cullin neddylation inhibition | P61081+Q13564 | TR-FRET cullin neddylation, biochemical | calls only at 25 µM | 360,000 compounds, 0.58% hits | AID 651699; in the data active = inhibition above about 36%
# Target sequence (P61081 whole entry, looked up): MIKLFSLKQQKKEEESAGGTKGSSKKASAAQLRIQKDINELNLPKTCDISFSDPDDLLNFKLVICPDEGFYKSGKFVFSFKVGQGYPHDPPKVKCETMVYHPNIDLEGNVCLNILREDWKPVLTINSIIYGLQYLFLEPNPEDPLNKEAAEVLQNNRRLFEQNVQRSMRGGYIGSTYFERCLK
# Target sequence (Q13564 whole entry, looked up): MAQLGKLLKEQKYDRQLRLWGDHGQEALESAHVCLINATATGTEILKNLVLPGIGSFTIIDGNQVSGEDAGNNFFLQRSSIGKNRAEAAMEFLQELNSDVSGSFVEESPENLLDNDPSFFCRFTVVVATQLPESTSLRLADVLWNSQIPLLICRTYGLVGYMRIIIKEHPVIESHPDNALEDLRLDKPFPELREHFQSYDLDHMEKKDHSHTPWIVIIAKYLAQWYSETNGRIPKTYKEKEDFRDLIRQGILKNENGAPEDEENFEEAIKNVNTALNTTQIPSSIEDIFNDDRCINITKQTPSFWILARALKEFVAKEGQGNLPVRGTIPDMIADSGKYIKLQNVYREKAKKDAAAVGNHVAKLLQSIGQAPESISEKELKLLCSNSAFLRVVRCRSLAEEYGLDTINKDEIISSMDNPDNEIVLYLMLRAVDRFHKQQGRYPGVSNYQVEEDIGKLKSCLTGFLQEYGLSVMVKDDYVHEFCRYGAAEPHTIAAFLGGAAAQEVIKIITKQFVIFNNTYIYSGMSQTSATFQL
# MsrA inh: inhibitors of bovine MsrA | purified bovine MsrA, absorbance read-out | inhibition, % at 15.5 µM | 360,000 compounds, 0.75% hits | AID 651718; in the data active = inhibition above about 4.5%;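 also: 0% = vehicle wells with enzyme and 100% = reference inhibitor wells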
# * = called active by the depositor; i = inactive; . = no result given; + = active, no number.
# Each structure is followed by: NRP1-CendR mod, E coli Lon inh, MT1-MMP act inh, bovine MsrA act, FAS-TE inh, SKN-1 inh, Rin1 Abl inh, Neddyl block, MsrA inh
> CCC(C)NC(=O)C1CCN(S(=O)(=O)c2cc([N+](=O)[O-])ccc2Cl)CC1 (centres undefined)
→ 8, -6, 0, -7, -3, -7, -1, i, -0.3
> COc1cc(S(=O)(=O)n2cnc(C)c2)ccc1Cl
→ -7, 1, -4, -1, 0, 0, 2, i, 0.6
> Cc1cc(C)c(C)c(S(=O)(=O)N2CCN(C(=O)c3ccccn3)CC2)c1C
→ -1, -2, -1, -2, 2, 18, 4, i, -0.3
> O=C(/C=C/c1cn(-c2ccccc2)nc1-c1cccc(Cl)c1)N1CCN(c2ccccn2)CC1
→ -3, 8, -13, -4, 39, 12, -1, i, 0.9
> COCc1nc(-c2cc(Br)ccc2OC)no1
→ 7, 1, 5, -5, -6, -16, 6, i, -1.0
> O=[N+]([O-])c1ccc(C2CN=C(Nc3ccccc3)S2)cc1 (centres undefined)
→ -15, -8, 3, -3, -7, 0, -1, i, -0.9
> CC1(C)CC(NC(=O)C2CCC(=O)N(Cc3ccccc3F)C2)CC(C)(C)C1 (centres undefined)
→ -15, -11, -1, -2, 6, 16, 0, i, -0.7
> Cc1ccc(CCC(=O)Nc2ccccc2F)s1
→ -12, 2, 1, -7, -3, 16, 1, i, -0.1
> O=C(c1cc2nc(-c3ccccc3)cc(C(F)(F)F)n2n1)N1CCCC1
→ 4, 4, 0, -8, -4, -11, 0, +, -0.1
> COc1ccc([C@H]2[C@H](C(=O)OC(C)(C)C)N3N=Cc4ccccc4C3C23C(=O)c2ccccc2C3=O)cc1OC (some centres undefined)
→ 7, 9, 2, -3, 4, 5, -2, i, .
> O=S(=O)(c1ccc(Br)cc1)c1nc(-c2ccccc2)oc1N1CCOCC1
→ 1, -6, -4, -5, 27, 22, 1, i, 0.9
> O=C(Nc1cccnc1)c1ccc(Cl)c(S(=O)(=O)N2CCOCC2)c1
→ 0, -17, -1, -3, -3, 2, 4, i, 0.5
> COc1cc(C(=O)Nc2cc(C)nn2-c2ccccc2)cc(OC)c1OC
→ 7, 9, 2, -10, -4, -2, -2, i, -0.5
> Cc1nnc(C)c2c(C)n(Cc3ccc4c(c3)OCO4)c(C)c12
→ -56, -14, -20, 6, -10, -1, -1, i, -0.1
> Cc1[nH]nc(Sc2ccccn2)c1[N+](=O)[O-]
→ 1, -9, 1, -3, -10, 4, -3, i, 2.0
> Nc1nc(SCC(=O)c2c(N)n(C3CC3)c(=O)[nH]c2=O)n[nH]1
→ 0, -13, 2, -5, -5, -9, 2, i, -1.0
> COc1cc(-c2nnc(SCC3(c4ccc(Br)cc4)OCCO3)o2)cc(OC)c1OC
→ 11, -9, -6, -2, 22, -5, -4, i, 0.4
> COc1cc(/C=C/c2[nH]c(=O)[nH]c(=O)c2[N+](=O)[O-])ccc1OCCC(C)C
→ -54, 2, -1, -4, -2, 7, 2, i, 2.0
> CCC1(CC)C(=O)N(C)C(=O)NC1=NCc1ccccc1
→ 14, -15, 2, -4, -1, 19, 0, i, 1.5
> CCOC(=O)C1=C(C)C(c2ccc(OC)cc2)NC(=S)N1 (centres undefined)
→ 5, 2, 1, -2, -4, -6, 2, i, -0.6
> O=C(NC(=S)Nc1ccc(CN2CCOCC2)cc1)c1ccc2c(c1)OCCO2
→ 7, 1, -2, 0, 6, 11, -1, i, -0.3
> COCCn1c(SCC(=O)N2CCCC2)nc2c(c1=O)SCC2
→ 11, -5, 1, -4, -11, 8, -2, i, 2.8
> CC(=O)C1=C(O)C(=O)N(c2ccc(Br)cc2)C1c1ccccc1[N+](=O)[O-] (centres undefined)
→ -4, 2, 2, -5, -2, -3, -1, i, 1.6
> CC(CO)(CO)NCc1ccc(-c2ccccc2)cc1
→ 14, -6, 3, -3, -8, 1, -4, i, -0.1
> Cn1cnnc1SCCNS(=O)(=O)c1ccccc1
→ 9, 0, -2, -1, -4, -14, -3, i, 0.6
> CC(C)C[C@@H]1NC(=O)[C@H](Cc2ccc(O)cc2)NC(=O)c2cc([N+](=O)[O-])cc(I)c2NCCC[C@@H](C(N)=O)NC1=O
→ 14, 2, 5, -4, 6, -2, 0, i, .
> O=C1CC2C(=O)NCCN2C(=NC(=O)c2ccccc2)N1 (centres undefined)
→ 5, 5, 0, -1, -4, 5, -3, i, 0.9
> CC(NC(=O)Cn1nc(-c2ccccc2)ccc1=O)c1ccccc1 (centres undefined)
→ 16, 3, 3, -3, 2, 10, -4, i, -0.4
> O=C(NCc1cccnc1)c1ccccc1CCc1ccccc1
→ 18, 12, 5, -8, -6, -11, -3, i, -0.6
> COCc1c(C#N)c(NCc2cc(OC)c(OC)c(OC)c2)nc(C)c1[N+](=O)[O-]
→ 8, 14, 6, 1, 34, 3, -3, i, 2.7

# Copied from the list.
# NRP1-CendR mod, CC(C)C[C@@H]1NC(=O)[C@H](Cc2ccc(O)cc2)NC(=O)c2cc([N+](=O)[O-])cc(I)c2NCCC[C@@H](C(N)=O)NC1=O = 14
# NRP1-CendR mod, COCCn1c(SCC(=O)N2CCCC2)nc2c(c1=O)SCC2 = 11
# SKN-1 inh, O=C1CC2C(=O)NCCN2C(=NC(=O)c2ccccc2)N1 (centres undefined) = 5
# MT1-MMP act inh, COCc1nc(-c2cc(Br)ccc2OC)no1 = 5
# bovine MsrA act, Cc1ccc(CCC(=O)Nc2ccccc2F)s1 = -7
# FAS-TE inh, CC1(C)CC(NC(=O)C2CCC(=O)N(Cc3ccccc3F)C2)CC(C)(C)C1 (centres undefined) = 6
# bovine MsrA act, COc1ccc([C@H]2[C@H](C(=O)OC(C)(C)C)N3N=Cc4ccccc4C3C23C(=O)c2ccccc2C3=O)cc1OC (some centres undefined) = -3

# The results go on:
# Each structure is followed by: NRP1-CendR mod, E coli Lon inh, MT1-MMP act inh, bovine MsrA act, FAS-TE inh, SKN-1 inh, Rin1 Abl inh, Neddyl block, MsrA inh
> Cc1cc(NC(=O)CO/N=C/c2ccc3c(c2)OCO3)ccc1Br
→ 5, -10, -2, -5, -2, -9, 1, i, -0.2
> CCOC(=O)c1c(NC(=O)CSc2n[nH]c(CNc3ccccc3)n2)sc(C)c1C
→ -2, -10, -1, -14, -18, -1, -3, i, 1.7
> CCc1c(C)nc(SCC(=O)Nc2ccc3c(c2)OCCO3)[nH]c1=O
→ -20, -4, 2, -4, 1, 2, 1, i, 0.9
> Cc1ccc(N2C(=O)CC(N3CCN(c4ccccn4)CC3)C2=O)cc1 (centres undefined)
→ 7, 8, 0, -3, -7, 16, -4, i, 0.7
> CC(Sc1nnc(C2CC2)n1C)C(=O)Nc1ccc2c(c1)CCC2 (centres undefined)
→ 5, -7, -2, -1, -4, -8, 3, i, -0.2
> COc1ccc(CC(=O)NCC2COc3ccccc3O2)cc1 (centres undefined)
→ -3, 3, 0, -6, -10, 5, -2, i, 2.7
> O=C(COc1ccc(Cl)cc1)NCc1nnc(SCC(=O)N2CCCCCC2)o1
→ -4, 8, 3, -1, 2, -7, 1, i, -1.2
> C=Cn1c(C(=O)O)cc(CC)c1-c1ccccc1
→ -4, -8, 1, 0, -6, -2, 3, i, 0.8
> CCCCCC(=O)N1C[C@H](O)[C@@H](n2cc(C3CC3)nn2)C[C@@H]1c1ccc(Cl)cc1
→ 3, -3, 3, 2, 2, 6, 1, i, -1.8
> CC(c1nnc(SCC(=O)Nc2cccnc2Cl)n1Cc1ccccc1)N(C)C (centres undefined)
→ -4, -2, -6, -10, -2, -4, 0, i, 0.6
> CCn1c(SCC(=O)N2CCN(c3ccccc3)CC2)nnc1-c1c[nH]c2ccccc12
→ 6, -4, -5, -1, -3, 10, -2, i, 0.6
> CCn1ccnc1CNC(=O)CC1C(=O)NCCN1CC(c1ccccc1)c1ccccc1 (centres undefined)
→ 12, 4, -6, -1, -3, 7, -1, i, -0.9
> CCOC(=O)N1CCN(C(=O)CN(c2ccc(OCC)cc2)S(C)(=O)=O)CC1
→ -3, 2, -1, -3, -5, 25, 0, i, -0.6
> CCCC(=O)Nc1nc2ccc(OC)cc2s1
→ 5, 1, 1, -1, -3, -1, -2, i, -0.4
> CCCOc1ccc(N2C(=O)CC(NCCNc3ccc([N+](=O)[O-])cn3)C2=O)cc1 (centres undefined)
→ -10, 1, -2, -4, 16, 6, 0, i, 0.4
> CSC1=NCCN1C(=O)c1c(-c2c(F)cccc2Cl)noc1C
→ 3, -10, 2, 1, -4, -6, -1, i, 3.1
> Cc1ccnc(NS(=O)(=O)c2ccc(NC(=O)c3c(-c4ccccc4Cl)noc3C)cc2)n1
→ -2, 0, 0, -6, -4, -18, -2, i, -0.9
> CCN(CC)S(=O)(=O)c1cccc(C(=O)N[C@H](C(=O)Nc2nc3ccccc3s2)C(C)C)c1
→ -6, -12, -10, -1, -18, 5, -3, i, 0.4
> COc1cc(NC(=O)CCc2c(C)noc2C)c(Cl)cc1C(=O)O
→ 4, 3, -3, -2, -10, 10, 0, i, -0.8
> Cc1c(C(=O)NCc2ccc3c(c2)OCCO3)sc(=O)n1Cc1ccccc1C#N
→ 6, -4, 11, -3, -27, -3, -2, i, -0.9
> COc1ccc2c(C(=O)c3ccc(C)cc3)n(CCCC(N)=O)[n+]([O-])c2c1
→ 20, 8, 5, -4, -7, 9, 0, i, 2.1
> COc1ccccc1C(=O)Nc1cccc(NC(=O)c2ccccc2C)c1
→ 3, -6, -2, -1, 4, 22, -2, i, 0.5
> COc1ccc(NS(=O)(=O)c2ccc(NC(=S)NC(=O)c3cccnc3)cc2)nn1
→ 2, 3, -4, -10, -6, 6, 3, i, 0.5
> CCN(C(=O)COC(=O)c1ccc(C)c(S(=O)(=O)N2CCOCC2)c1)C1CCS(=O)(=O)C1 (centres undefined)
→ 0, 2, -3, -2, -8, 20, -3, i, 1.4
> Cc1ccccc1NC(=O)c1cc(N)ccc1N1CCCCC1
→ -4, -3, -2, 0, 4, 8, 0, i, 1.3
> O=C(C1CCCN(CCCc2ccccc2)C1)N1CCCCC1 (centres undefined)
→ -9, 12, 3, -4, -7, 0, -2, i, -0.2
> Cc1c(Br)cccc1NC(=O)C1(C)CCN1CCc1ccccc1 (centres undefined)
→ 5, -2, 2, 0, 30, -3, -3, i, -0.4
> CN(C(=O)CCc1nnc(CCCCc2ccccc2)o1)C1CC(C)(C)NC(C)(C)C1
→ 9, -8, -3, -1, -2, 4, 3, i, 1.2
> O=C1c2ccccc2[C@@H]2C[C@H](NC34CC5CC(CC(C5)C3)C4)[C@@H](O)CCN12
→ -17, 3, 0, 1, -9, 21, 0, i, -1.0
> CSc1ccc(CCNC(=O)c2nn(C)c3c2CS(=O)(=O)c2ccccc2-3)cc1
→ 3, 8, 8, -3, 17, -4, 3, i, -0.3
> Cc1cc(=O)oc2c(C)c(OCC(=O)N3CC[C@@]4(O)CCCC[C@H]4C3)ccc12
→ -7, -2, 0, -2, 1, -3, -1, +, 0.4

# Compound profiles, from the list above. Values in the order: NRP1-CendR mod | E coli Lon inh | MT1-MMP act inh | bovine MsrA act | FAS-TE inh | SKN-1 inh | Rin1 Abl inh | Neddyl block | MsrA inh
# CN(C(=O)CCc1nnc(CCCCc2ccccc2)o1)C1CC(C)(C)NC(C)(C)C1 is listed with 9 | -8 | -3 | -1 | -2 | 4 | 3 | i | 1.2
# COc1ccc(NS(=O)(=O)c2ccc(NC(=S)NC(=O)c3cccnc3)cc2)nn1 is listed with 2 | 3 | -4 | -10 | -6 | 6 | 3 | i | 0.5

# Shown tab-delimited: entries from further up
canonical_smiles	NRP1-CendR mod	E coli Lon inh	MT1-MMP act inh	bovine MsrA act	FAS-TE inh	SKN-1 inh	Rin1 Abl inh	Neddyl block	MsrA inh
Cc1c(Br)cccc1NC(=O)C1(C)CCN1CCc1ccccc1 (centres undefined)	5	-2	2	0	30	-3	-3	i	-0.4
CN(C(=O)CCc1nnc(CCCCc2ccccc2)o1)C1CC(C)(C)NC(C)(C)C1	9	-8	-3	-1	-2	4	3	i	1.2
